Screening results (PubChem BioAssay)
AID2073 = inhibitors of Mint1-CaV2.2 protein interaction, biochemical, HTRF (AID 2073) | HTRF protein-protein interaction, Mint1-CaV2.2; higher % means a stronger effect | inhibition, % at 20 µM; hits with a dose series show IC50 in µM | hit rate 0.19% among 290,000; in the data active = inhibition mostly above about 51%, no sharp cut-off; inconclusive = no clear call, values can overlap the other calls; inactive = mostly below about 53%; note: some results filed as inactive read as strong as hits
Autophagy HCS = autophagy modulation, high-content screen. MEF GFP-LC3 puncta imaging; test concentration mostly 10 µM. calls only at 10 µM (by protocol). hit rate 0.98% among 190,000. AID 463193;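 active = percentage of spot-positive cells more than 3 SD above its plate mean, without a fluorescence outlier flag or 80% toxicity; inconclusive = no clear call, values can overlap the other calls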;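 note: spot-positive cell cutoff set from DMSO-treated cells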
RSV CPE inhibition = inhibition of RSV-induced cytopathic effect – HEp-2 cells, primary 10 µM value included (AID 2391) | HEp-2 cells, RSV-induced CPE inhibition; higher % means a stronger effect | hit rate 0.13% among 310,000 | CPE inhibition, % at 10 µM, or IC50 in µM where a hit was titrated; in the data active = a potency from the dose series; inconclusive = CPE inhibition mostly from about 23% at the one dose, without a potency; inactive = the rest, 99 in 100 with CPE inhibition below about 21%; note: strong numbers were not always called active
WT yeast gro inh = growth inhibition of WT yeast, mitochondrial fusion screen | inhibition, % at 10 µM | AID 1362 | hit rate 2.1% among 190,000 | mitochondrial fusion phenotypic screen, WT strain; in the data active = inhibition above about 58%; tested in S. cerevisiae
UTI89 phage lysis = inhibition of K1F phage lysis, E. coli UTI89, bacterial capsule biogenesis inhibitors, alamar blue (AID 488966); E. coli UTI89 K1F phage lysis, alamar blue, 2 h; higher % means a stronger effect; inhibition, % at 100 µM, or IC50 in µM where a hit was titrated; hit rate 0.02% among 340,000;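 active = phage lysis inhibition, versus mean bacterial control, above a set limit; inconclusive = no clear call, values can overlap the other calls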;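 note: capsule biogenesis inhibitors block K1F phage lysis so surviving cells raise fluorescence; higher fluorescence means more inhibition of phage lysis; actives were called in the ten point dose series up to 300 µM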
LYP phosphatase = inhibitors of LYP phosphatase, biochemical, fluorescence intensity, uHTS (AID 1779); recombinant LYP phosphatase, fluorescence intensity; higher % means a stronger effect; inhibition, % at 11.5 µM, or IC50 in µM where a hit was titrated; hit rate 0.054% among 290,000; in the data active = inhibition above about 50%;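 note: plate controls were vehicle with enzyme for no effect and no enzyme for full effect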
NS5 inhibitors = Dengue-2 NS5 methyltransferase inhibitors, primary screen, biochemical, confirmation dose response (AID 588689); Dengue-2 NS5 methyltransferase capping enzyme assay, biochemical; higher % means a stronger effect; one-dose inhibition, % at 25 µM; IC50 in µM for titrated hits; hit rate 0.3% among 340,000; in the data active = a potency from the dose series; inconclusive = inhibition above about 29% without an active follow-up result
GPR35 arrestin U2OS = inhibition of zaprinast-stimulated GPR35 beta-arrestin translocation – imaging, U2OS, beta-arrestin-GFP, zaprinast agonist, primary screen (AID 2058). U2OS GPR35 beta-arrestin-GFP translocation imaging, zaprinast antagonism; higher % means a stronger effect. inhibition, % at 10 µM; hits with a dose series show IC50 in µM. hit rate 0.052% among 290,000;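 active = inhibition of at least 50% with at least 30 cells and total cytoplasm GFP at most 10,000,000; inconclusive = under 30 cells or total GFP of 10,000,000 plus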
NTR1 agonist = agonists of NTR1, primary screen, imaging, U2OS cells, beta-arrestin-GFP, high content (AID 493036) | NTR1-U2OS beta-arrestin-GFP spot imaging, agonist mode | activation, % at 20 µM | hit rate 0.17% among 330,000;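 active = activation at or above 40% of the spot to cytoplasm intensity ratio, with at least 20 cells analyzed; inconclusive = wells under 20 cells, flagged as cytotoxic or low count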;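 note: 0% = DMSO without peptide and 100% = 100 nM NTR1 peptide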
Target sequence (P30989 whole entry, looked up): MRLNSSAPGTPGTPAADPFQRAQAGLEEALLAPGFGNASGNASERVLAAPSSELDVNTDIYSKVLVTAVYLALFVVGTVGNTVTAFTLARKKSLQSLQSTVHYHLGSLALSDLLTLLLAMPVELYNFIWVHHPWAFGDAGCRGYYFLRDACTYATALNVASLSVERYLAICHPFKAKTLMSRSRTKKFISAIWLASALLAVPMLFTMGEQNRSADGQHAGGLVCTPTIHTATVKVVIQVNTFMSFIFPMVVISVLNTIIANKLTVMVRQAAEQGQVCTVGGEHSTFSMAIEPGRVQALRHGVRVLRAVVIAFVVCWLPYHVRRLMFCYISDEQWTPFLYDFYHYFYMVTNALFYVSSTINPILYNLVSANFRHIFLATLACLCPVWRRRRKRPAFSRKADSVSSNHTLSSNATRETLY
WT yeast gro inh mutant strain = second read-out of WT yeast gro inh, no call of its own (marks repeat the call); inhibition, %; mitochondrial fusion phenotypic screen, mutant strain inhibition
Autophagy HCS cell loss 18 h = also measured in Autophagy HCS; calls as there; toxicity, %; measured here: cell loss, nuclei count;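 cell loss after 18 h compound exposure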
NTR1 agonist cell count 20 µM = also measured in NTR1 agonist; calls as there; cell count; measured here: cell count, cytotoxicity flag
NS5 inhibitors pilot replicate = recorded beside NS5 inhibitors, whose call it bears; inhibition, %; measured here: pilot screen replicate inhibition
* hit, by the source's call; i = inactive; ? = inconclusive; . = no result given; [ ] = another dose, or the depositor's remark.

SMILES	AID2073	Autophagy HCS	Autophagy HCS cell loss 18 h	RSV CPE inhibition	WT yeast gro inh	WT yeast gro inh mutant strain	UTI89 phage lysis	LYP phosphatase	NS5 inhibitors	GPR35 arrestin U2OS	NTR1 agonist	NTR1 agonist cell count 20 µM	others
COC(=O)c1cc2cc(Cl)ccc2nc1SC	-3%	.	.	.	.	.	0.5%	-7%	-3%	5%	3.3	49
CC(=O)Nc1ccc(S(=O)(=O)NC2(C(F)(F)F)C(=O)Nc3c2c(=O)n(C)c(=O)n3C)cc1 (stereo not given)	-5%	i	2	-0.4%	-15	-5	0.1%	-7%	2%	8%	-1.2	69
Cc1ccc(C)c(S(=O)(=O)N2CCN(c3ncccn3)CC2)c1	5%	i	3	1.9%	-10	-8	0.2%	-1%	-1%	-1%	0.0	47
COc1ccc2c(c1)N1CCN=C1N2C	6%	i	17	-0.6%	-10	1	0.3%	-8%	-2%	4%	0.2	60
CC1(C)CCN2CCC(C)(C)c3c(O)ccc1c32	-18%	.	.	2.6%	.	.	-0.1%	-9%	?	11%	-2.9	13
COc1ccc(/C=N/Nc2ncnc3scc(-c4ccccc4)c23)cc1OC	-2%	i	-10	3.0%	9	10	2.0%	-1%	9%	6%	11	54
COc1ccc(NC(=O)CS(=O)CC(=O)Nc2ccc(-n3cnnn3)c(C)c2)cc1 (stereo not given)	11%	.	.	0.0%	.	.	0.2%	-3%	-7%	9%	0.5	53
CCN(CC)C1=NS(=O)(=O)c2cc([N+](=O)[O-])ccc21	7%	i	-9	2.9%	-16	3	-1.4%	-7%	-7%	-9%	0.5	34
O=C(COC(=O)C1CCN(c2ccc(C(F)(F)F)cn2)CC1)Nc1cccc(F)c1	.	.	.	-0.2%	.	.	-1.3%[50 µM]	.	-4%	.	2.8	69
CCOC(=O)/C=C(\C)Nc1cc(C)nn1-c1ccccc1	-5%	i	-3	-0.8%	18	1	0.5%	-8%	2%	-16%	-0.1	87
CCOc1ncccc1C(=O)NCc1ccc(OC)cc1	7%	i	9	0.7%	4	-4	0.2%	-4%	-4%	1%	1.9	76	NS5 inhibitors pilot replicate=-3.6
CN1C(=O)C(O)(CC(=O)/C=C/c2ccco2)c2cc(Br)ccc21 (stereo not given)	46%	i	0	1.5%	-6	1	0.2%	0%	-2%	10%	-0.4	86
O=C(CN(Cc1ccccc1)S(=O)(=O)c1ccc(Cl)cc1)NCC1CCCO1 (stereo not given)	-3%	.	.	1.6%	.	.	0.4%	-4%	1%	5%	16	42
COc1cc(/C=N/N=C2/NC(=O)C(Cc3ccccc3)S2)ccc1O (stereo not given)	-5%	i	4	-0.5%	3	-3	-0.3%	-7%	1%	13%	0.4	49
N#C/C(=C(/O)CN1CCN(c2ccccc2F)CC1)c1nc(-c2ccc(Cl)cc2)cs1	11%	i	-27	4.6%	5	-2	0.2%	-3%	5%	-12%	5.0	55

Arranged by formula weight (highest first): 4 of the compounds above.
SMILES	AID2073	Autophagy HCS	Autophagy HCS cell loss 18 h	RSV CPE inhibition	WT yeast gro inh	WT yeast gro inh mutant strain	UTI89 phage lysis	LYP phosphatase	NS5 inhibitors	GPR35 arrestin U2OS	NTR1 agonist	NTR1 agonist cell count 20 µM	others
COc1cc(/C=N/N=C2/NC(=O)C(Cc3ccccc3)S2)ccc1O (stereo not given)	-5%	i	4	-0.5%	3	-3	-0.3%	-7%	1%	13%	0.4	49
CCOc1ncccc1C(=O)NCc1ccc(OC)cc1	7%	i	9	0.7%	4	-4	0.2%	-4%	-4%	1%	1.9	76	NS5 inhibitors pilot replicate=-3.6
CCOC(=O)/C=C(\C)Nc1cc(C)nn1-c1ccccc1	-5%	i	-3	-0.8%	18	1	0.5%	-8%	2%	-16%	-0.1	87
CCN(CC)C1=NS(=O)(=O)c2cc([N+](=O)[O-])ccc21	7%	i	-9	2.9%	-16	3	-1.4%	-7%	-7%	-9%	0.5	34

Remaining list, next part.
SMILES	AID2073	Autophagy HCS	Autophagy HCS cell loss 18 h	RSV CPE inhibition	WT yeast gro inh	WT yeast gro inh mutant strain	UTI89 phage lysis	LYP phosphatase	NS5 inhibitors	GPR35 arrestin U2OS	NTR1 agonist	NTR1 agonist cell count 20 µM	others
Cc1cc(C(C)(C)C)oc1C(=O)OCC(=O)NC1CCCCC1	24%	i	-4	-0.6%	15	-9	-0.2%	-1%	-4%	2%	2.7	38
Cc1ccc(CNC2CCCCC2)s1	8%	.	.	0.8%	.	.	-0.1%	-6%	-1%	1%	0.6	54
Oc1ccccc1N1CCN(c2ncnc3scc(-c4ccccc4)c23)CC1	4%	.	.	20%	.	.	0.6%	-6%	0%	-10%	14	40
COc1ccc(Cl)cc1Nc1cc(C)nc2nc(C)nn12	5%	i	5	4.8%	-1	4	2.1%	1%	0%	-7%	-4.0	65
CC(C)NC(=O)/C(=C/c1cn(-c2ccccc2)nc1-c1cccc([N+](=O)[O-])c1)NC(=O)c1ccccc1	-2%	i	-18	0.9%	-7	-15	2.7%[50 µM]	-4%	5%	9%	0.1	66

Structures listed so far with a CF3 group, in the order listed:
SMILES	AID2073	Autophagy HCS	Autophagy HCS cell loss 18 h	RSV CPE inhibition	WT yeast gro inh	WT yeast gro inh mutant strain	UTI89 phage lysis	LYP phosphatase	NS5 inhibitors	GPR35 arrestin U2OS	NTR1 agonist	NTR1 agonist cell count 20 µM	others
CC(=O)Nc1ccc(S(=O)(=O)NC2(C(F)(F)F)C(=O)Nc3c2c(=O)n(C)c(=O)n3C)cc1 (stereo not given)	-5%	i	2	-0.4%	-15	-5	0.1%	-7%	2%	8%	-1.2	69
O=C(COC(=O)C1CCN(c2ccc(C(F)(F)F)cn2)CC1)Nc1cccc(F)c1	.	.	.	-0.2%	.	.	-1.3%[50 µM]	.	-4%	.	2.8	69
